# Screening data from PubChem.
# TSG101-PTAP inh: qHTS Assay for Iinhibitors of HIV-1 Budding by Blocking the Interaction of PTAP/TSG101; Fluorescence polarization, FITC-PTAP peptide / Tsg101 binding; Potency, µM (highest dose often 115 µM), inactives show at the highest dose activity change, negative = inhibition, most hits filed as inhibitors; 340,000 tested, under 10 active; Tumor susceptibility gene 101 protein (Homo sapiens), Q99816; active means well fitted inhibition curve with a large enough effect in the main read-out, with a control signal flat, not every such curve was filed as active; inconclusive means small, poorly fitted or top-dose-only effect, or effect the other way, or a change in a side signal; inactive means no such curve, though single readings can be large or run the other way; further: potency means the concentration at half of the fitted maximal effect; % of control where 0% means no effect
# Target sequence (Q99816 whole entry, looked up): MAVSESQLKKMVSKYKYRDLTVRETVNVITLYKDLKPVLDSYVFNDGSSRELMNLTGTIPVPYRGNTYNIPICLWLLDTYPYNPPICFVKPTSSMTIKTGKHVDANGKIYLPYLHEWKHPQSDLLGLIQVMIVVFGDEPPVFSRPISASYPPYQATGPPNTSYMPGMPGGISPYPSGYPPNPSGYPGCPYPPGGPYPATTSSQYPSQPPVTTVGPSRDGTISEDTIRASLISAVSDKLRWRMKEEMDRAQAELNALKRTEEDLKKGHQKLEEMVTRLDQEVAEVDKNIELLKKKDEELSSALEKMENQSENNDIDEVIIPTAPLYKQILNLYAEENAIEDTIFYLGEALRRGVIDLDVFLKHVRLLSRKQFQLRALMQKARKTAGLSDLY
#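 FP read-out: FITC-PTAP peptide, 50 nM final, binding Tsg101 binding domain, 10 uM final; 20 min, r.t.; 10 mM HEPES pH 7.5, 0.15 M NaCl, 0.01% Tween 20, 3 mM EDTA, 0.1 mM TCEP.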
# S-ASM inh: Inhibitors of Secretory Acid Sphingomyelinase (S-ASM): qHTS | Sphingomyelin phosphodiesterase (Homo sapiens), P17405 | placental ASM, HMU-PC fluorogenic substrate, 60 min | Potency, µM (top dose mostly 57.5 µM), for the others: top-dose activity change, negative = inhibition, usual class: inhibitors | 340,000 compounds, 0.006% hits | AID 504937, 2011; further: potency means the concentration at half of the fitted maximal effect
#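 Fluorogenic HMU-PC substrate (9 uM final) is turned over by placental ASM in 60 min at 37 C after a 10 min compound preincubation. Reaction ended by alkaline stop (pH 10), with fluorescence read at 386/447 nm.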
# TCR act: Activators of T cell receptors: qHTS campaign; primary human leukocytes, anti-CD3, IL-2 HTRF, 48 h; Potency, µM (series often up to 9.22 µM), for inactives: at the top dose activation of IL-2 secretion, usual class: activators; 330,000 tested, under 10 active; further: % of control where 0% means no effect
#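 IL-2 release read by HTRF sandwich (Eu cryptate donor, d2 acceptor, 665 nm emission) after 48 hr exposure of primary human leukocytes to compound together with anti-CD3 beads in the absence of co-stimulatory signals.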
# Mito fusion yeast: qHTS Assay for Small Molecule Inhibitors of Mitochondrial Division or Activators of Mitochondrial Fusion; S. cerevisiae fusion-defective mutant growth rescue, CellTiterGlo 48 h; Potency, µM (series often up to 46.1 µM), inactives show at the top dose growth rescue (activation), actives largely listed as activators; 320,000 compounds, 0.23% hits;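 further: potency means the concentration at half of the fitted maximal effect; % of control where 0% means no effect; nearly all actives have a fitted effect of over 45% in size; temperature-sensitive fusion mutants such as fzo1-1 at 37 °C on non-fermentable ethanol glycerol medium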
#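 Luminescent cell viability in 1536-well qHTS format served as the measure of rescued growth in ts fusion-mutant S. cerevisiae cultured on non-fermentable YPEG for 48 hours at 37C.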
# Integrin act MD: qHTS for Activators of Integrin-Mediated Alleviation for Muscular Dystrophy | Potency, µM (top dose mostly 38.3 µM), without a hit: top-dose activation, actives largely listed as activators | alpha7betagal myoblasts, beta-gal FDG fluorescence, 48 h | 350,000 compounds, 0.064% hits;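 further: potency means the concentration at half of the fitted maximal effect; 100% = response of the positive control SU9516; nearly all actives have a fitted effect of over 60% in size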
#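 Alpha7betagal+/- myoblasts (passage 13) were plated 16-24 hr, then exposed to compounds (1:260 dilution of DMSO stock) for 48 hours at 37C. After MPER lysis, β-galactosidase reporter activity was read as FDG fluorescence (ex 480/em 540) after 30 minutes.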
# AT treatment: qHTS Assay for Identifying a Potential Treatment of Ataxia-Telangiectasia; […] A-T fibroblasts, KAP-1 phosphorylation AlphaLISA; neocarzinostatin DNA damage 30 min before lysis; Potency, µM (titrated, usually from 57.5 µM), for inactives: at the top dose activation, actives largely listed as activators; 320,000 compounds, 0.19% hits; further: potency means the concentration at half of the fitted maximal effect; % of control where 0% means no effect; nearly all actives have a fitted effect of over 45% in size
#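 ATM-like activity read as KAP-1 phosphorylation via AlphaLISA donor/acceptor antibody pairs after lysis and 6 hr at 25C. Cells were ATM-null patient fibroblasts ([…], hTERT), dosed 60 min, then exposed to the DSB inducer NCS for 30 min.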
# MBNL1-CUG inh: qHTS Assay for Inhibitors of MBNL1-poly(CUG) RNA binding. Muscleblind-like protein 1 (Homo sapiens), Q9NR56. 280,000 compounds, 0.036% hits. TR-FRET MBNL1-His/biotin-(CUG)12 binding, 665/545 ratio. Potency, µM (doses to about 57.5 µM), inactives show top-dose activity change, negative = inhibition, hits mostly inhibitors; active means well fitted inhibition curve with a large enough effect in the signal ratio, with a control signal flat, not every such curve was filed as active; inconclusive means small, poorly fitted or top-dose-only effect, or effect the other way, or a change in a side signal; inactive means no such curve, though single readings can be large or run the other way; the % refers to the signal ratio; further: potency means the concentration at half of the fitted maximal effect; on the % scale 0 is the no-effect control and ±100 the full control effect
# Target sequence (Q9NR56 whole entry, looked up): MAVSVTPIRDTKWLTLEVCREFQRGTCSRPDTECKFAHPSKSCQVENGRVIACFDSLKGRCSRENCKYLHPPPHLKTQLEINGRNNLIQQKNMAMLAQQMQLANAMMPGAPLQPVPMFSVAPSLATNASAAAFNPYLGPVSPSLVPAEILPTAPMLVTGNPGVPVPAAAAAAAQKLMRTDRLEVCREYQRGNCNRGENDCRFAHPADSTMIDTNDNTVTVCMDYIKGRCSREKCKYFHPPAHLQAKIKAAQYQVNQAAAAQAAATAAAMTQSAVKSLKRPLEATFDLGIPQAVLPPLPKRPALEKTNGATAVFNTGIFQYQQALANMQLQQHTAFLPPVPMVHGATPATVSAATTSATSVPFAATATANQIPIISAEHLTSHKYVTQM
#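 MBNL1-His + Biotin-(CUG)12, cpd titration 92 nM–58 uM; Tb anti-His Ab 0.055 ng/ul, SA-XL665 5 nM (final); 60 min RT; ratiometric 665/545 nm, Ex 340 nm; normalized to buffer and full-complex controls.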
# Menin-MLL TR inh: qHTS Assay for Inhibitors Targeting the Menin-MLL Interaction in MLL Related Leukemias: Competition With Texas Red Labeled MLL-derived Mutant Peptide; O00255; Menin + Texas Red MLL mutant peptide, fluorescence polarization; Potency, µM (highest dose often 61.6 µM), for the others: at the highest dose FP activity change, negative = inhibition, usual class: inhibitors; 270,000 compounds, 0.23% hits; active means well fitted inhibition curve with a large enough effect in the polarisation, with a control signal flat, not every such curve was filed as active; inconclusive means small, poorly fitted or top-dose-only effect, or effect the other way, or a change in a side signal; inactive means no such curve, though single readings can be large or run the other way; the % refers to the polarisation; further: potency means the concentration at half of the fitted maximal effect; % of control where 0% means no effect; many of its hits are not listed in these tables
# CXXC DNA block: qHTS Fluorescence Polarization Assay for Inhibitors of MLL CXXC domain - DNA interaction. Histone-lysine N-methyltransferase 2A (Homo sapiens), Q03164. MLL-CXXC / FITC-HOXA9 DNA fluorescence polarization. Potency, µM (highest dose often 115 µM), without a hit: at the top dose activity change, negative = inhibition, actives largely listed as inhibitors. 290,000 compounds, 0.037% hits. AID 2662, 2010; active means well fitted inhibition curve with a large enough effect in the polarisation, with a control signal flat, not every such curve was filed as active; inconclusive means small, poorly fitted or top-dose-only effect, or effect the other way, or a change in a side signal; inactive means no such curve, though single readings can be large or run the other way; the % refers to the polarisation; further: potency means the concentration at half of the fitted maximal effect
#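 Purified MLL-CXXC (added from a 7 uM solution) was preincubated 5 min at ambient with pinned compounds in 50 mM Tris-HCl pH 7.5, 50 mM NaCl, 1 mM DTT, 0.05% BSA. Fluorescein-labeled HOX-A9 DNA (50 nM solution) followed, 30 min, then polarization read.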
# TSHR antagonist: Antagonists of the Thyroid Stimulating Hormone Receptor: HTS campaign; Thyrotropin receptor (Homo sapiens), P16473; TSHR-expressing cells, TSH-stimulated cAMP HTRF, 2 h; active compounds read low; activity change, negative = inhibition, % at 11.5 µM; 330,000 compounds, 0.2% hits;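 active means activity change below a set negative limit, meaning inhibition stronger than a set level, cut at about -70% in these data; inconclusive means activity change between two set negative limits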; further: on the % scale 0 is the no-effect control and ±100 the full control effect
#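 Competitive HTRF cAMP read-out (cryptate anti-cAMP antibody, cAMP-d2; 30 min, room temperature) in freshly harvested TSHR cells. Compounds added before TSH at EC80 (4nM final), followed by 2 hours' incubation at 37 deg C.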
# Numbers without * were called inactive; i = inactive; ? = inconclusive; · = no result given; [ ] = dose if it differs, or a comment. Unless noted, the call rests on the fitted dose curve; in most records, active means well fitted curve in the direction sought with a large enough effect; inconclusive means small, poorly fitted or top-dose-only effect, or another doubt; inactive means no such curve, though single readings can be large; an effect the other way counts as inactive or inconclusive. Only part of the results is shown, so the mix of outcomes need not match the whole.
structure	TSG101-PTAP inh	S-ASM inh	TCR act	Mito fusion yeast	Integrin act MD	AT treatment	MBNL1-CUG inh	Menin-MLL TR inh	CXXC DNA block	TSHR antagonist
CCN(CC)c1ncccc1C(=O)NCc1cccs1	-1%	-1%	0%	1%	6%	3%	6%	-7%	4%	-4
O=C(Cc1cc(=O)oc2cc(O)ccc12)NCC1CCC(C(=O)O)CC1 (stereo not drawn)	-3%	i	-13%	-3%	27%	6%	20%	6%	-9%	7
CCS(=O)(=O)N1CCCC(C(=O)NCCc2ccccc2)C1 (stereo not drawn)	-10%	1%	2%	-5%	21%	2%	3%	·	-3%	6
CCOC(=O)/C(C(=O)Nc1ccccc1Cl)=C1/NC(C)(C)Cc2ccccc21	-7%	0%	-7%	-1%	-8%	5%	6%	-3%	6%	0
O=C(C1CCCN(S(=O)(=O)c2cccc3nsnc23)C1)N1CCN(c2ccccn2)CC1 (stereo not drawn)	-4%	-3%	6%	0%	-21%	-1%	?	?	2%	-1
Cc1ccccc1-n1nc2c(c1NC(=O)/C=C\c1ccc3c(c1)OCO3)CSC2	-3%	4%	4%	0%	-4%	-3%	9%	-3%	13%	-9
O=C(Cc1ccc(-c2ccccc2)cc1)NCCN1CCOCC1	-1%	0%	4%	-9%	-15%	0%	3%	-11%	2%	3
CCC(=O)Nc1ccc(NC(=O)c2cccc3ccccc23)cc1	2%	-1%	·	0%	1%	-1%	3%	?	10%	-2
O=c1oc2ccccc2cc1-c1csc(Cc2nc(-c3ccc(Br)cc3)cs2)n1	-8%	-1%	10%	0%	-18%	7%	?	?	17%	1
CC(OC(=O)C1=Cc2ccccc2OC1)C(=O)NCc1ccco1 (stereo not drawn)	-1%	5%	0%	-4%	27%	-4%	17%	-13%	20%	1
Cc1ccc(CN2CCN(/N=C/c3cc(Br)cc(Br)c3O)CC2)c(C)c1	-4%	2%	-8%[46.1 µM]	22%	22%	-2%	1%	18%	-4%	8
COc1ccc(CCNC(=O)COC(=O)/C=C/c2cc(OC)ccc2OC)cc1	-2%	491%[activator]	-4%	·	0%	?	·	·	·	·
COc1cccc(CN2C(=O)C(C)Oc3ccccc32)c1 (stereo not drawn)	-9%	-6%	13%	-3%	-3%	-7%	0%	-4%	4%	-7
Cc1ccc(N2CC(C(=O)N3CCCCC3)CC2=O)cc1C (stereo not drawn)	-2%	4%	2%	-2%	5%	7%	-1%	·	10%	-7
O=S(=O)(c1ccc(Cl)cc1)N1CCN(C2CCCCCC2)CC1	-5%	-4%	-7%	6%	0%	2%	?	?	1%	-3
NS(=O)(=O)c1cccc(NC(=O)COC(=O)C2CCN(S(=O)(=O)c3cccs3)CC2)c1	-2%	-1%	0%	2%	-7%	4%	6%	·	-2%	-1
CCCN(CCC)C(=O)c1ccc2c(=O)n(Cc3ccco3)c(=S)[nH]c2c1	-5%	4%	-14%	-12%	17%	-7%	-1%	26%	3%	6
COC(=O)[C@@H]1C[C@@]2(O)[C@H](O)[C@H](O)[C@H](O)C[C@H]2N1C/C=C/c1ccccc1	0%	8%	-5%	18%	-41%	45%	2%	13%	3%	-2
CCc1ccc(C(=O)COC(=O)c2cccc(N3C(=O)c4c(C)nc5ccccc5c4C3=O)c2)cc1	-11%	-6%	-2%	1%	14%	-2%	5%	?	25%	3
CCOc1ccc(N=C2SC(C(=O)Nc3ccccc3C#N)C(N)=C2C(=O)Nc2ccc(Cl)cc2)cc1 (stereo not drawn)	-4%	-3%	-4%	-11%	16%	-9%	-7%	?	-20%	10
COC(=O)N/N=C/c1ccccc1	-5%	2%	-5%	10%	0%	5%	-3%	1%	7%	8
Cc1nc(NC(=O)c2ccc(OCC(C)C)cc2)sc1Cc1ccc2c(c1)OCO2	0%	5%	4%	2%	-56%[inhibitor]	3%	6%	-8%	-2%	-1
Cc1ccc(CNC(=O)c2ccc(N3CCC4(CC3)CC(c3cccc(Br)c3)=NO4)c(NC(=O)c3ccco3)c2)cc1	-2%	1%	1%	-9%	4%	11%	·	·	·	-5
Cc1ccc(OCCNC(=O)c2cc(C3CC3)nc3c2cnn3C(C)C)cc1	-4%	-21%	13%	3%	-30%	4%	·	·	·	-9
CC1CCCC(NC(=O)COC(=O)c2ccccc2[N+](=O)[O-])C1C (stereo not drawn)	3%	3%	2%	12%	9%	0%	20%	-2%	12%	8
COC(=O)c1ccc(NC(=O)c2cc(Cl)ccc2OC)cc1	1%	0%	7%	-1%	33%	10%	2%	?	16%	-9
Cc1ccc(-c2nc(CC(=O)Nc3cccc(S(=O)(=O)NC4=NCCC4)c3)cs2)cc1	-4%	-3%	-1%	-3%	0%	-2%	·	·	·	1
C=CCSc1nc2ccccc2n1S(=O)(=O)c1ccc(C)cc1	-1%	0%	1%[46.1 µM]	3%	-14%	·	-22%	2%	10%	-15
CSc1nc(C)cc(OCNC(=O)c2cccs2)n1	1%	2%	2%	4%	-7%	-4%	2%	0%	5%	-12
O=C(CN(C(=O)c1csnn1)c1cccc2ccccc12)NC1CCCC1	-2%	0%	-25%	-5%	-15%	1%	5%	10%	-11%	-2

# The closing 3 records of the part above lead into the next:
mol	TSG101-PTAP inh	S-ASM inh	TCR act	Mito fusion yeast	Integrin act MD	AT treatment	MBNL1-CUG inh	Menin-MLL TR inh	CXXC DNA block	TSHR antagonist
C=CCSc1nc2ccccc2n1S(=O)(=O)c1ccc(C)cc1	-1%	0%	1%[46.1 µM]	3%	-14%	·	-22%	2%	10%	-15
CSc1nc(C)cc(OCNC(=O)c2cccs2)n1	1%	2%	2%	4%	-7%	-4%	2%	0%	5%	-12
O=C(CN(C(=O)c1csnn1)c1cccc2ccccc12)NC1CCCC1	-2%	0%	-25%	-5%	-15%	1%	5%	10%	-11%	-2
CCOC(=O)Cc1nc2ccccc2[nH]1	-4%	14%	0%	-4%	-5%	3%	-4%	5%	0%	2
Cc1cc2c(cc(C(=O)OC(C(=O)NCC3CCCO3)C(C)C)n2C)o1 (stereo not drawn)	-5%	2%	-28%	-3%	-29%	0%	-4%	-16%	-5%	-22
CC(C)c1ccc(CN(C(=O)c2cccs2)C2CCS(=O)(=O)C2)cc1 (stereo not drawn)	-2%	2%	1%	14%	?	·	-7%	-29%	16%	-2
CCc1cccc(CC)c1NC(=O)COC(=O)CC1c2ccccc2CCN1S(=O)(=O)c1ccc(F)cc1 (stereo not drawn)	1%	-1%	-5%	3%	9%	-2%	·	-5%	9%	10
COc1cccc(OCC(O)CNC(=O)c2oc3c(C)c(C)ccc3c2C)c1 (stereo not drawn)	1%	-7%	·	7%	-25%	23%	1%	-16%	1%	-8
